TLR9-MyD88 inh: TLR9-MyD88 interaction inhibition; Q9NR96+Q99836; CHO BLA complementation TLR9-MyD88, CCF4 FRET ratio; inhibition, % at 4.98 µM; actives 0.21% (n = 340,000); AID 504734;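 active = inhibition above the mean over all tested compounds plus 3 SD, cut at about 21% in these data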;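 note: 0% = DMSO only wells and 100% = clavulanate BLA inhibitor control wells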
COUP-TFII inh: NR2F2 (human) inhibition, primary screen | actives 0.7% (n = 370,000) | P24468 | AID 686940 | HEK293T NGFI-A luciferase reporter, luminescence | inhibition, % at 8.6 µM;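 active = inhibition above a per-plate cutoff, mean inhibition of test wells between control levels plus 3 SD, cut at about 38% in these data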;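 note: cells cotransfected with COUP-TFII expression vector driving the NGFI-A reporter; 0% = median of COUP-TF2 test wells and 100% = reporter-only cells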
Vif imaging: inhibitors of HIV Vif | HEK293T cells, Vif self-association by quenched fluorescence, imaging, 24 h | actives 0.35% (n = 340,000) | inhibition, % at 7.49 µM; in the data active = inhibition above about 50%, passing the limit was not always enough; inconclusive = no clear call, values can overlap the other calls; inactive = below about 31%; note: some results filed as inactive read as strong as hits
NOD2-RIPK2 inh: blocks binding of human NOD2 to RIPK2; O43353; CHO BLA complementation NOD2-RIPK2, CCF4 ratio; inhibition, % at 4.98 µM; actives 0.38% (n = 360,000); AID 624267; in the data active = inhibition above about 21%;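 note: 0% = vehicle only and 100% = reference blocker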
NR5A2 inv ag: suppresses constitutive activity of human LRH-1. AID 602396. actives 0.13% (n = 360,000). HEK293T StAR-luciferase reporter, LRH-1 transfected, 24 h. O00482. inhibition, % at 3.6 µM;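 active = inhibition above the mean inhibition of all tested compounds plus 3 SD, cut at about 73% in these data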;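 note: 0% = DMSO wells and 100% = reporter-only cells lacking LRH-1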
NCOA2 inhibitor: human SRC2 (NCOA2) inhibition | HEK293 GAL4-SRC2 luciferase reporter, luminescence | inhibition, % at 9 µM | actives 0.17% (n = 370,000) | AID 651957;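 active = inhibition above the mean inhibition of all tested compounds plus 3 SD, set per campaign, cut at about 52% in these data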;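 note: 0% = DMSO treated cells and 100% = cells given Gossypol at 36 µM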
NCOA1 inh: inhibits human SRC1 coactivator. Q15788. HEK293 GAL4-SRC1 luciferase reporter, luminescence. inhibition, % at 3.6 µM. actives 0.12% (n = 360,000). AID 588354;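 active = inhibition above the campaign mean plus 3 SD, with each screening campaign given its own cutoff, cut at about 60% in these data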;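 note: 0% = DMSO treated cells and 100% = gossypol at 36 µM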
C8 TRAIL sens: caspase-8 TRAIL sensitization; NB7+C8 cells + TRAIL, ATPlite viability luminescence; inhibition (viability loss, TRAIL sensitization), % at 10 µM; actives 1% (n = 360,000); AID 624354;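 active = compounds causing at least 50% loss of cell viability in the single-dose screen, relative to plate controls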
TROY signal inh: TROY signaling inhibition; Q293 LMP1-TROYcd NF-kB luciferase reporter, 4 h; inhibition, % at 10 µM; actives 0.98% (n = 360,000); AID 1347056;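 active = compounds whose plate-normalised and pattern-corrected inhibition of the luciferase reporter signal at the single screening dose is 50% or more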
SRC3 inh: human NCOA3 inhibition. Q9Y6Q9. HEK293 GAL4-SRC3 luciferase reporter, luminescence. inhibition, % at 3.6 µM. actives 0.17% (n = 360,000);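 active = inhibition above a per-campaign cutoff, the mean of all compounds plus 3 SD, cut at about 60% in these data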;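 note: 0% = DMSO-treated cells and 100% = gossypol-treated cells at 36 µM; higher means less SRC3-driven luciferase light from the GAL4 reporter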
Target sequence (Q9Y6Q9 whole entry, looked up, the tested form may be a part): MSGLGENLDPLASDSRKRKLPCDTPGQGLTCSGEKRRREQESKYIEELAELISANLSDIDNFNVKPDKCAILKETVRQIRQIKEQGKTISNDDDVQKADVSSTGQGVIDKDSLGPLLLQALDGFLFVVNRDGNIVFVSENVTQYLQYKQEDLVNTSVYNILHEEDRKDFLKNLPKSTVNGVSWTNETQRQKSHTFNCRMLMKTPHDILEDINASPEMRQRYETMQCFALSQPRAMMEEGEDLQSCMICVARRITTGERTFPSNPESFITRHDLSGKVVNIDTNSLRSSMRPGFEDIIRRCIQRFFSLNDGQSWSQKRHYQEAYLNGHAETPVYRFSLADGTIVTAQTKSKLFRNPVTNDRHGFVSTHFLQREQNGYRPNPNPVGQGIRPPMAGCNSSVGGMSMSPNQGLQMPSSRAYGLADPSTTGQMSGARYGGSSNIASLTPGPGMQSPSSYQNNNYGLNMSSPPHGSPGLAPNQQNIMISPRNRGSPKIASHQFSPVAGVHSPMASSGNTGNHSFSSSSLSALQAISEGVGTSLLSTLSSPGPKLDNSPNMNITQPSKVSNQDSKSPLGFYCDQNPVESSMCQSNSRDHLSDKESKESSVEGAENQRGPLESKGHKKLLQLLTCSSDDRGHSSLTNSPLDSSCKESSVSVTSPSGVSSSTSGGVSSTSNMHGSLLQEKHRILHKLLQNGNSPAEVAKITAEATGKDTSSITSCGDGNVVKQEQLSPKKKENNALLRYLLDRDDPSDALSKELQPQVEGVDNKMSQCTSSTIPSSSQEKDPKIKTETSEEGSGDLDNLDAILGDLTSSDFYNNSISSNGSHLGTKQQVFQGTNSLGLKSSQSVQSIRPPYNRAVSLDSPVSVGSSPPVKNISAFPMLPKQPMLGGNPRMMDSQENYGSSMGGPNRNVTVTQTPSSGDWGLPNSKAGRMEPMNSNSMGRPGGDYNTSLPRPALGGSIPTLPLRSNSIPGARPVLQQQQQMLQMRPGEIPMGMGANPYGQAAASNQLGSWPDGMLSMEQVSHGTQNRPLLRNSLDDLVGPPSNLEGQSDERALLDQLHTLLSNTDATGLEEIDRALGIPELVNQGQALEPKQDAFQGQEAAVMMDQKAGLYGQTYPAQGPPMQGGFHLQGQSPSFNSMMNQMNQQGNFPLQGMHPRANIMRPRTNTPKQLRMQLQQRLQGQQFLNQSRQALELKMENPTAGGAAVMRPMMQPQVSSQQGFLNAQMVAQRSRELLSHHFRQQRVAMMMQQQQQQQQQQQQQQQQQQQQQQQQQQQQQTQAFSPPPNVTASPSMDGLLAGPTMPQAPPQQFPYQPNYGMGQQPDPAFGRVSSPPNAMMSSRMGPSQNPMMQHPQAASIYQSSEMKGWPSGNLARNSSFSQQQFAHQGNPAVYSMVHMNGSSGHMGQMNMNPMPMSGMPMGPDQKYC
LMP1 NFkB inh: Epstein-Barr LMP1 NF-kappaB reporter inhibition | LMP1-induced NF-kappaB luciferase reporter cells, luminescence | inhibition, % at 12.5 µM | actives 0.69% (n = 350,000); in the data active = inhibition above about 41%; inconclusive = no clear call, values can overlap the other calls;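 note: 0% = neutral control wells and 100% = reference inhibitor control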
* marks the source's active call; other numbers are inactive results; ? = inconclusive; · = no result given.

SMILES | TLR9-MyD88 inh | COUP-TFII inh | Vif imaging | NOD2-RIPK2 inh | NR5A2 inv ag | NCOA2 inhibitor | NCOA1 inh | C8 TRAIL sens | TROY signal inh | SRC3 inh | LMP1 NFkB inh
O=C(NCC(c1cccs1)N1CCOCC1)c1cn(-c2ccccc2)nc1-c1ccccc1 (stereo not drawn) | -2.0 | 10.0 | -9.8 | -0.8 | 6.1 | 13.3 | -6.1 | 7.9 | -9.8 | -41.7 | -15.8
COc1ccc(C(c2nnnn2CS(=O)(=O)c2ccc(C)cc2)N2CCN(c3ncccn3)CC2)cc1 (stereo not drawn) | -10.5 | -15.6 | -4.5 | 1.7 | 0.4 | -9.6 | -7.7 | 6.7 | -1.7 | 1.8 | -6.0
Cc1cc(C)c(S(=O)(=O)Nc2ccc3[nH]c(=O)[nH]c3c2)c(C)c1 | 0.2 | 15.1 | -4.1 | -1.4 | -1.7 | 13.9 | -2.8 | 0.9 | 2.5 | 11.7 | -7.0
CCC1(C)Cc2ccccc2-c2nc[nH]c(=O)c21 (stereo not drawn) | -0.4 | 2.5 | 4.2 | 5.7 | 4.7 | 18.8 | 1.6 | 0.9 | 10.6 | 3.5 | -10.3
Brc1ccc2nc(C3CCCCC3)c(CC3CCCCC3)n2c1 | · | -1.0 | · | -2.2 | 11.2 | 2.0 | 18.8 | 14.4 | 2.6 | -2.3 | ·
CCC(O)C1CCN(C(=O)c2cc(COc3ccc4ncccc4c3)on2)CC1 (stereo not drawn) | · | 72.3* | -2.3 | -3.2 | 33.5 | 3.6 | 24.3 | 44.0 | 26.8 | 0.8 | 10.6
Cc1cc(C)c2c(N)c(C(=O)c3ccc(Cl)cc3Cl)sc2n1 | -14.5 | 1.4 | 3.3 | -3.6 | -9.5 | -5.6 | 5.6 | 22.6 | 30.0 | 4.7 | 12.0
COc1ccc(-c2ccc3c(N)c(C(=O)c4ccc(OC)c(OC)c4)sc3n2)cc1 | 9.0 | -4.7 | 148.3* | 17.9 | -71.6 | -11.6 | -27.0 | 8.7 | -12.4 | -21.7 | -13.9
O=C(NCCCN1CCCC1)c1ccc2c(c1)N(Cc1ccccc1)CCS2 | -1.6 | 6.0 | -3.1 | 16.1 | -16.1 | 8.8 | 10.9 | -1.4 | -8.1 | 22.9 | -4.8
CCCCOc1ccc(NC(=O)CN2CCN(C(=O)OCC)CC2)cc1 | 0.1 | 1.8 | 12.7 | -8.4 | 8.7 | 8.5 | -31.2 | -11.5 | -8.3 | -9.9 | -16.0
C(=NOCc1ccccc1)c1ccccn1 | 1.8 | -28.0 | 12.0 | 10.9 | -98.2 | -38.6 | -103.7 | 16.5 | -47.3 | -95.9 | -20.6
CCCn1nnnc1SCC(=O)NC1CCCC1 | -5.3 | 19.2 | 26.9 | -9.7 | -8.9 | -4.2 | -5.9 | 4.4 | 0.5 | -9.2 | -3.1
CCN(CC)CCN1C(=O)c2oc3ccccc3c(=O)c2C1c1cccc(Br)c1 (stereo not drawn) | 4.7 | -0.7 | -11.3 | -14.3 | 7.0 | 0.3 | -15.0 | -0.4 | -11.6 | 6.2 | -5.7
COC(=O)c1cc(S(=O)(=O)N2CCN(c3cccc(Cl)c3)CC2)c[nH]1 | -13.9 | · | ? | -11.4 | -14.5 | · | -1.8 | 2.4 | -3.2 | 3.2 | -8.2
C[C@@H](O)C#Cc1ccc2c(c1)O[C@H](CN(C)C(=O)Nc1ccccc1)[C@@H](C)CN([C@@H](C)CO)S2(=O)=O | 0.3 | 8.9 | -2.2 | -10.1 | -21.6 | 1.8 | -6.8 | -16.3 | 8.6 | -2.8 | 2.2
CCn1cc(C(=O)N2CC=C(c3ccccc3)CC2)c(=O)c2ccc(C)nc21 | 6.0 | · | -1.5 | 3.0 | 2.5 | · | 7.7 | 6.7 | 5.5 | 6.1 | -5.3
COc1cccc(CC(=O)N2CCN(S(=O)(=O)c3ccc(Br)cc3)CC2)c1 | -2.2 | 6.1 | 4.3 | -2.6 | -15.2 | -8.5 | -0.4 | 0.3 | -6.0 | 20.6 | -3.0
O=C(c1c(F)c(F)c(F)c(F)c1F)N1CCN(Cc2ccc3c(c2)OCO3)CC1 | 6.6 | 6.3 | 20.7 | 3.0 | 16.1 | -27.4 | 12.4 | 4.2 | 0.3 | 16.6 | 7.2
CC(C)(C)n1nnnc1CN(Cc1ccc(F)cc1)Cc1ccco1 | -9.9 | -3.3 | -11.3 | -6.8 | 9.2 | 18.2 | 1.4 | -4.7 | 1.9 | -14.9 | 5.1
Cn1c(SCCOc2ccccc2Cl)nnc1-c1ccncc1 | -1.1 | 7.6 | -0.6 | 3.8 | -14.8 | -13.4 | 9.6 | 11.6 | -1.4 | 10.7 | -20.7
COc1ccc(CNC(=O)COC(=O)c2ccc(Br)o2)cc1 | -5.5 | -4.5 | -2.5 | -4.8 | -5.1 | -48.1 | 7.3 | 7.4 | 8.4 | -10.2 | -4.0
O=C(NC1C2CC3CC(C2)CC1C3)C1CC1 (stereo not drawn) | 3.3 | 15.1 | · | -4.6 | -1.2 | -29.1 | -4.5 | -11.6 | 9.6 | 21.8 | 0.6
Cc1cccc2cc(CNC3CCCC3)c(Cl)nc12 | -1.0 | -27.0 | 15.3 | 9.9 | -7.1 | 5.5 | 4.5 | -4.1 | -3.1 | -3.9 | -13.7
COc1cc(/C=N/NC(=O)C(=O)NCc2ccco2)cc(Cl)c1O | -11.3 | 12.1 | 24.8 | 5.0 | -7.6 | 4.1 | 9.6 | -4.5 | -0.7 | 13.8 | -0.6
COc1cc(/C=N/NC(=O)C23CC4CC(CC(C4)C2)C3)cc(Br)c1O | 2.9 | -3.8 | 2.6 | -7.8 | -20.4 | -8.1 | 4.9 | -3.3 | -23.0 | 14.9 | -6.7
OC1CCCN(Cc2ccccc2)C1 (stereo not drawn) | 5.2 | 3.3 | -6.0 | -5.3 | 6.2 | -14.0 | -29.6 | -10.6 | -18.5 | -43.5 | -1.4
CC(=O)Nc1ccc(S(=O)(=O)N(Cc2ccccc2)C(C)C)cc1 | 1.3 | 17.0 | -0.3 | -2.1 | 8.2 | -20.8 | 11.7 | 4.4 | 12.7 | 4.6 | -2.0
CCOc1ccc(OCC)c(NC(=O)CN2CCN(c3cccc(C)c3C)CC2)c1 | -2.9 | 11.9 | -3.2 | -0.5 | -1.9 | 13.7 | -14.9 | 6.9 | -0.3 | -12.9 | 9.9
Cn1c(SCC(=O)Nc2ccccc2F)nnc1-c1cccnc1 | 7.2 | 8.7 | 6.6 | -4.5 | -12.3 | -15.7 | -19.5 | -5.7 | -23.6 | -6.6 | -0.7
O=[N+]([O-])c1ccc(NN=C2CC3CCC2C3)c([N+](=O)[O-])c1 (stereo not drawn) | · | -9.1 | · | -8.6 | -4.2 | 10.3 | 2.0 | 1.5 | 0.9 | -0.1 | ·
Cc1ccc(S(=O)(=O)NNC(=O)C(=O)NNc2ccccn2)cc1 | -12.0 | 8.6 | -29.9 | 3.2 | 5.5 | 4.0 | 9.5 | -7.2 | 19.0 | -22.7 | 6.0
c1ccc(-n2cnc3cc(NCc4ccco4)ccc32)cc1 | 1.4 | -39.9 | 1.5 | 7.5 | -138.0 | -42.5 | -49.5 | 33.5 | 0.5 | -68.5 | -22.3
Cc1cc(OCC(=O)Nc2ccc(S(=O)(=O)N3CCN(C)CC3)cc2)cc(C)c1Cl | -7.4 | 0.2 | -6.3 | 5.8 | 1.6 | 2.5 | -5.7 | -0.4 | 3.1 | -6.1 | 5.2
COc1ccc(C(=O)N/N=C(\C)CC(=O)N2CCN(C=O)CC2)cc1 | 1.9 | -17.0 | -4.2 | -4.4 | -17.1 | -21.8 | -11.7 | -11.6 | -27.7 | -3.4 | 2.3
CCC(=O)N1CCc2cc(S(=O)(=O)Nc3ccc4c(c3)OCCO4)ccc21 | 2.1 | 7.1 | -22.3 | -16.5 | 24.7 | 30.3 | -2.3 | 30.4 | 36.4 | 2.5 | -9.4
CC1(C)OC(=O)C2=C(C[C@@H](CCc3ccccc3)O[C@@H]2c2ccc(Cl)cc2)O1 | · | 4.1 | · | -11.2 | 17.5 | -21.9 | · | -10.8 | -12.2 | · | ·
CC1(C)CC2(CC(c3ccc(F)cc3)c3ccc(O)cc3O2)NC(=S)N1 (stereo not drawn) | 5.8 | 5.2 | 5.6 | -3.1 | 12.4 | 23.7 | 17.2 | -8.2 | 23.0 | 3.0 | 0.5
O=C(O)CSCC(=O)Nc1cc(C(F)(F)F)ccc1Cl | -3.0 | 8.8 | -1.4 | -4.7 | 9.9 | 5.6 | 2.8 | -17.0 | 7.2 | 0.5 | -4.4
CCOC(=O)C1=NNC(C(=O)c2ccc(Cl)cc2)C1c1ccc(OC)cc1 (stereo not drawn) | -1.1 | 3.4 | -0.9 | -9.6 | 20.0 | 0.5 | -13.4 | -4.2 | -8.0 | 11.2 | 4.5
O=C(Cc1ccc(Cl)cc1)Nc1ccc(S(=O)(=O)Nc2cnc3ccccc3n2)cc1 | -4.2 | 7.2 | 16.8 | -1.7 | -14.3 | -3.9 | -6.5 | -6.2 | -11.0 | 8.1 | 2.7
CC1Oc2ccccc2C=C1/C=N/Nc1ccc(C(=O)O)cc1 (stereo not drawn) | 6.5 | -15.8 | 0.8 | 0.0 | -197.3 | -24.4 | -102.6 | -27.7 | -9.8 | -136.9 | -13.1
O=C(CSc1nnc(C2CC2)n1C1CC1)c1ccc(F)cc1 | 0.7 | -18.7 | 4.5 | -5.1 | -13.7 | 6.4 | -16.9 | 0.0 | -38.9 | -18.7 | -0.4
Cc1ccc(CCP(=O)(O)CN2CCOCC2)cn1 | 0.1 | 20.8 | -7.3 | -4.5 | 16.2 | -2.9 | -10.7 | -22.6 | -12.0 | 10.5 | -0.7
O=C(N/N=C/c1ccc2c(c1)OCO2)C(=O)Nc1ccccc1 | -12.7 | 0.0 | 6.0 | -6.3 | -12.3 | -35.1 | -26.0 | 3.8 | -28.8 | -25.9 | -17.1
Cc1sc(NC(=O)C2CCCO2)c(C(N)=O)c1C (stereo not drawn) | -0.6 | -7.3 | · | -0.8 | 5.2 | -7.5 | 12.0 | -10.6 | -17.6 | -6.5 | 4.4
O=C1C(=O)N(CCCn2ccnc2)C(c2ccc([N+](=O)[O-])cc2)/C1=C(\O)c1ccc2c(c1)OCCO2 (stereo not drawn) | -9.9 | -2.9 | -3.6 | -0.3 | -24.6 | 5.6 | 0.1 | -38.6 | 8.9 | -3.1 | -2.0
CCN(CC)S(=O)(=O)c1cccc(C(=O)N2CC(O)CC2C(=O)O)c1 (stereo not drawn) | 3.2 | 0.3 | 3.3 | -0.7 | -5.5 | -6.9 | 3.0 | -8.0 | 7.7 | 3.5 | -17.6

3 compounds already listed, arranged by the number in SRC3 inh, ascending.
| molecule | SRC3 inh |
| --- | --- |
| CC1Oc2ccccc2C=C1/C=N/Nc1ccc(C(=O)O)cc1 (stereo not drawn) | -136.9 |
| O=C(N/N=C/c1ccc2c(c1)OCO2)C(=O)Nc1ccccc1 | -25.9 |
| Cc1sc(NC(=O)C2CCCO2)c(C(N)=O)c1C (stereo not drawn) | -6.5 |

These rows are one share of the data, so the mix of outcomes need not match the whole.
